Screening data deposited in PubChem by several laboratories.
MsrA act: activates bovine MsrA enzyme; purified bovine MsrA, absorbance read-out; AID 602163; activation, % at 10.6 µM; 360,000 compounds, 0.3% hits; in the data active means activation above about 7.5%;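 further: 0% = vehicle and 100% = reference activator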
Tb MetRS inh: blocks T. brucei methionyl-tRNA synthetase activity; AID 624268; 360,000 compounds, 0.4% hits; inhibition, % at 11.9 µM; purified T. brucei MetRS, ATP depletion, Kinase-Glo luminescence;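 active means inhibition above a per-plate cutoff of the control wells' mean inhibition plus 3 SD, cut at about 5.5% in these data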;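 further: 0% = DMSO wells median and 100% = median of wells with control inhibitor compound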
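Dosing: 11.9 µM compound single dose, 0.9% DMSO; Assay system: purified T. brucei MetRS enzyme; Measured by: Kinase-Glo luciferase luminescence reporting remaining unconsumed ATP; Schedule: 15 min plus 2 h at 25 °C.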
FAS-TE inh: inhibitors of human fatty acid synthase thioesterase domain; inhibition, % at 15 µM; recombinant FAS-TE, OMFH fluorogenic substrate, fluorescence endpoint; 360,000 compounds, 0.67% hits;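 active means compounds whose normalised, plate-corrected inhibition of enzyme fluorescence in the single-dose primary screen is 50% or more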;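 further: 0% = DMSO with enzyme and 100% = substrate without enzyme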
NRP1-CendR mod: NRP-1/CendR interaction modulation. O14786. FAM-RPARPAR peptide binding to NRP-1, fluorescence polarization. inhibition, % at 25 µM. 360,000 compounds, 0.85% hits. AID 602438;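 active means inhibition or corrected inhibition above about 18%, plus a signal ratio from 0.5 to 1.5, limit read from the data, passing the limit was not always enough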; further: strong numbers were not always called active
Target sequence (O14786 whole entry, looked up): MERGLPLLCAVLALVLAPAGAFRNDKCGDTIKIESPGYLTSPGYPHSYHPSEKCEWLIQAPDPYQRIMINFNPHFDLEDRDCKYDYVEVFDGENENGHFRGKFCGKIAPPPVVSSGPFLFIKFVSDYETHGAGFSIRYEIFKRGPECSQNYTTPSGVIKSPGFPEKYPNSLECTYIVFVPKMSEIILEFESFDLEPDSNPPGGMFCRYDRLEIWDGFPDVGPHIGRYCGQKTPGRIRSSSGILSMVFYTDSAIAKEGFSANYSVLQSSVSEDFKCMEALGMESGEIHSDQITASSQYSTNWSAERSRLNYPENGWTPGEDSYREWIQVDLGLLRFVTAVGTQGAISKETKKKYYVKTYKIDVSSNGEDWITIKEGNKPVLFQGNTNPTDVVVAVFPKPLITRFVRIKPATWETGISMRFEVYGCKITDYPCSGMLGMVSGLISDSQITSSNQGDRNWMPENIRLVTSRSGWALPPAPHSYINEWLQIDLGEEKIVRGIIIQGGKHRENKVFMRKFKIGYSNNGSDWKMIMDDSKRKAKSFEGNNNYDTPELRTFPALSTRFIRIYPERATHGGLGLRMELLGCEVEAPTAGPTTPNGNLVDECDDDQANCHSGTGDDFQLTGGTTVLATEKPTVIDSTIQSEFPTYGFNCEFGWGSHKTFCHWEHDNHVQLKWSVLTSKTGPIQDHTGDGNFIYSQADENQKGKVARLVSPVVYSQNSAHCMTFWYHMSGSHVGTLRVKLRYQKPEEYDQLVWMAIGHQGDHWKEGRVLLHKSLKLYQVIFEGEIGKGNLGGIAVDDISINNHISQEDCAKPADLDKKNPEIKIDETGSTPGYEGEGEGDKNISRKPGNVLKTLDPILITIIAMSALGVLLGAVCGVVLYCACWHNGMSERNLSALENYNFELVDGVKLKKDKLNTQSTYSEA
E coli Lon inh: E. coli protease La inhibition; 360,000 compounds, 0.42% hits; purified E. coli Lon protease, fluorescence polarization; P0A9M0; inhibition, % at 7.94 µM; in the data active means inhibition above about 13%, passing the limit was not always enough;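 further: 0% = enzyme with probe and DMSO and 100% = no enzyme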
PABP1 MLLE inh: inhibitors of microRNA-mediated deadenylation, human PABP1 MLLE binding; 360,000 compounds, 0.36% hits; P11940; GST-MLLE / FITC-PAM2 fluorescence polarization; inhibition, % at 20 µM; AID 588489; in the data active means inhibition above about 35%, passing the limit was not always enough;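 further: plate controls were DMSO wells with GST-MLLE for no effect and wells lacking GST-MLLE protein for full effect; some results filed as inactive read as strong as hits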
MT1-MMP act inh: blocks activation of human MT1-MMP; P50281; HT1080 RFP-PRO-GFP cells, GFP/RFP ratio fluorescence, overnight; percent of plate control window, DMSO zero; GFP/RFP ratio change, % at 20 µM; 360,000 compounds, 0.061% hits; AID 651647;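 active means GFP/RFP ratio change of at least 30% with cell ATP level not reduced by more than half and red fluorescence within 50% of control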; further: strong numbers were not always called active
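Assay system: HT1080 RFP-PRO-GFP cells. Benchmarks: DMSO vehicle wells and RFP-L50D-GFP reporter cell wells. Times: overnight cell settling, then overnight compound exposure, 37 °C, 5% CO2. Compound: 20 µM single dose, 1% DMSO. Read-out basis: GFP/RFP fluorescence ratio.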
SKN-1 block: blocks SKN-1 activity in C. elegans; C. elegans VP596 Pgst-4::GFP/RFP ratio, acrylamide-induced, 24 h; inhibition, % at 21.8 µM; 360,000 compounds, 0.49% hits; AID 624304;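 active means interference check ratio from 0.5 to 1.5 plus GFP to RFP signal ratio inhibition reaching or exceeding a fixed threshold, cut at about 30% in these data, passing the limit was not always enough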; further: some compounds called inactive have numbers as strong as hits
MsrA inh: bovine MsrA inhibition | purified bovine MsrA, absorbance read-out | inhibition, % at 15.5 µM | 360,000 compounds, 0.75% hits | AID 651718; in the data active means inhibition above about 4.5%;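 further: 0% = vehicle wells with enzyme and 100% = reference inhibitor wells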
Starred values were filed as active, the others as inactive.

Results for CC(=O)Nc1cc(-c2ccccc2CN(C)C)cn2c(-c3ccc(C(C)=O)cc3)cnc12 ?
MsrA act: -1; Tb MetRS inh: -0.1; FAS-TE inh: 2; NRP1-CendR mod: -4; E coli Lon inh: 2; PABP1 MLLE inh: -13; MT1-MMP act inh: 1; SKN-1 block: 24; MsrA inh: 0.9

What do the screens show for `O=C(NN=Cc1cccc(O)c1O)c1ccccc1`?
MsrA act: -5; Tb MetRS inh: -0.5; FAS-TE inh: 6; NRP1-CendR mod: 14; E coli Lon inh: -1; PABP1 MLLE inh: -16; MT1-MMP act inh: -3; SKN-1 block: 4; MsrA inh: 2.3

How did CC(C)Nc1nnc(SCC(=O)Nc2sccc2C#N)s1 do in these assays?
MsrA act: -3; Tb MetRS inh: -0.3; FAS-TE inh: -9; NRP1-CendR mod: -7; E coli Lon inh: -14; PABP1 MLLE inh: 4; MT1-MMP act inh: -2; SKN-1 block: 7; MsrA inh: 2.0

How did CCc1ccccc1NC(=S)N(CCN1CCCCCC1)Cc1ccco1 do in these assays?
MsrA act: -4; Tb MetRS inh: -1.6; FAS-TE inh: -3; NRP1-CendR mod: 5; E coli Lon inh: -3; PABP1 MLLE inh: -7; MT1-MMP act inh: -1; SKN-1 block: 3; MsrA inh: 0.1

What do the screens show for `CCOC(=O)Nc1ccc2c(c1)N(C(=O)CCN1CCN(C)CC1)c1ccccc1S2`?
MsrA act: -3; Tb MetRS inh: -1.1; FAS-TE inh: -6; NRP1-CendR mod: 4; E coli Lon inh: -6; PABP1 MLLE inh: -5; MT1-MMP act inh: 0; SKN-1 block: 1; MsrA inh: 0.0

What do the screens show for `O=C(Nc1ccc(Cl)cc1)Nc1ccc(Oc2cccnc2)nc1`?
MsrA act: -4; Tb MetRS inh: 0.5; FAS-TE inh: 2; NRP1-CendR mod: 3; E coli Lon inh: 5; PABP1 MLLE inh: 13; MT1-MMP act inh: -1; SKN-1 block: -7; MsrA inh: -0.2

How did COc1ccc(-n2c(C)ccc2C)c([N+](=O)[O-])c1 do in these assays?
MsrA act: 5; Tb MetRS inh: 0.2; FAS-TE inh: -2; NRP1-CendR mod: -7; E coli Lon inh: -5; PABP1 MLLE inh: 4; MT1-MMP act inh: 1; SKN-1 block: 0; MsrA inh: 0.5

Results for CCN(C[C@H]1N[C@@](C)(C(=O)OC)[C@H]2C(=O)N(C)C(=O)[C@@H]12)C(=O)Nc1ccc(Cl)cc1 ?
MsrA act: 0; Tb MetRS inh: -1.1; FAS-TE inh: -7; NRP1-CendR mod: 8; E coli Lon inh: -13; PABP1 MLLE inh: -11; MT1-MMP act inh: 1; SKN-1 block: 14; MsrA inh: -0.7

Results for COc1ccccc1CNC(=O)COC(=O)c1ccc(NC(N)=O)cc1 ?
MsrA act: -2; Tb MetRS inh: -0.5; FAS-TE inh: -2; NRP1-CendR mod: -5; E coli Lon inh: -4; PABP1 MLLE inh: -28; MT1-MMP act inh: 1; SKN-1 block: 12; MsrA inh: 2.1

Results for O=C(Nc1cc(C(F)(F)F)ccc1-n1cncn1)c1cn2ccccc2n1 ?
MsrA act: -4; Tb MetRS inh: -0.3; FAS-TE inh: 12; NRP1-CendR mod: -10; E coli Lon inh: 3; PABP1 MLLE inh: -16; MT1-MMP act inh: 2; SKN-1 block: 14; MsrA inh: 0.6

What do the screens show for `CN(C)c1ccc(C2Nc3ccccc3C(=O)N2CCN2CCNC2=O)cc1` (centres undefined)?
MsrA act: -3; Tb MetRS inh: 1.6; FAS-TE inh: -5; NRP1-CendR mod: 10; E coli Lon inh: 0; PABP1 MLLE inh: -2; MT1-MMP act inh: 2; SKN-1 block: -13; MsrA inh: -0.8

What do the screens show for `O=C(OCC(=O)N(C1CCCCC1)C1CCCCC1)c1ccc(O)cc1`?
MsrA act: 3; Tb MetRS inh: -0.8; FAS-TE inh: -1; NRP1-CendR mod: -7; E coli Lon inh: -2; PABP1 MLLE inh: -24; MT1-MMP act inh: -3; SKN-1 block: 0; MsrA inh: 0.7

What do the screens show for `N#CCCOC1(C#CCN2CCCC2)CCCCC1`?
MsrA act: -3; Tb MetRS inh: -0.7; FAS-TE inh: -7; NRP1-CendR mod: 7; E coli Lon inh: 0; PABP1 MLLE inh: 9; MT1-MMP act inh: 2; SKN-1 block: -18; MsrA inh: 0.8

Results for CCCCCCNC(=O)c1ncn[nH]1 ?
MsrA act: -2; Tb MetRS inh: -0.2; FAS-TE inh: -6; NRP1-CendR mod: 0; E coli Lon inh: -11; PABP1 MLLE inh: 8; MT1-MMP act inh: -2; SKN-1 block: 6; MsrA inh: -1.1

What do the screens show for `S=c1nc[nH]c2c1cnn2Cc1ccccc1`?
MsrA act: 4; Tb MetRS inh: 0.2; FAS-TE inh: -4; NRP1-CendR mod: -13; E coli Lon inh: -2; PABP1 MLLE inh: 25; MT1-MMP act inh: 2; SKN-1 block: -27; MsrA inh: 0.7

What do the screens show for `CC(Sc1nncn1C)C(=O)Nc1nnc(C(C)C)s1` (centres undefined)?
MsrA act: 0; Tb MetRS inh: 0.3; FAS-TE inh: -8; NRP1-CendR mod: 6; E coli Lon inh: -9; PABP1 MLLE inh: 10; MT1-MMP act inh: 9; SKN-1 block: -6; MsrA inh: 2.3

Results for CCc1ccccc1NS(=O)(=O)c1ccc2[nH]cc(C(=O)NCC3CCCO3)c(=O)c2c1 (centres undefined) ?
MsrA act: -6; Tb MetRS inh: 0.0; FAS-TE inh: -4; NRP1-CendR mod: -7; E coli Lon inh: 0; PABP1 MLLE inh: 6; MT1-MMP act inh: -8; SKN-1 block: 5; MsrA inh: 0.1

What do the screens show for `CCn1cc(C(=O)Nc2sc(C)c(C)c2C(=O)OC)cn1`?
MsrA act: -5; Tb MetRS inh: 0.1; FAS-TE inh: -6; NRP1-CendR mod: -44; E coli Lon inh: -6; PABP1 MLLE inh: 32; MT1-MMP act inh: 4; SKN-1 block: 6; MsrA inh: 0.6

What do the screens show for `C=CCN1CCN(C(=O)CCCc2ccccc2)CC1`?
MsrA act: -1; Tb MetRS inh: 0.2; FAS-TE inh: -4; NRP1-CendR mod: 1; E coli Lon inh: -7; PABP1 MLLE inh: 0; MT1-MMP act inh: -2; SKN-1 block: 23; MsrA inh: -0.9

How did C[C@H]1COC(=O)[C@@H](Cc2ccc(F)cc2)C/C=C\C[C@H](CC(=O)N(CCO)Cc2ccccc2)C(=O)N1 do in these assays?
MsrA act: -10; Tb MetRS inh: 0.3; FAS-TE inh: -6; NRP1-CendR mod: 12; E coli Lon inh: -6; PABP1 MLLE inh: 6; MT1-MMP act inh: 4; SKN-1 block: 0; MsrA inh: -0.1

How did COc1ccccc1Nc1nc2ccccc2n1C do in these assays?
MsrA act: -2; Tb MetRS inh: -0.5; FAS-TE inh: -6; NRP1-CendR mod: -2; E coli Lon inh: -7; PABP1 MLLE inh: -2; MT1-MMP act inh: -4; SKN-1 block: 1; MsrA inh: -0.4

What do the screens show for `O=C(COC(=O)c1cncc(Br)c1)Nc1ccc(F)c(F)c1F`?
MsrA act: -1; Tb MetRS inh: -0.3; FAS-TE inh: 1; NRP1-CendR mod: -13; E coli Lon inh: 10; PABP1 MLLE inh: -1; MT1-MMP act inh: -1; SKN-1 block: 15; MsrA inh: -0.4

What do the screens show for `O=C(CNC(=O)C1CCCCC1)OCc1cc(=O)oc2ccc3ccccc3c12`?
MsrA act: -2; Tb MetRS inh: -0.1; FAS-TE inh: 5; NRP1-CendR mod: -10; E coli Lon inh: 5; PABP1 MLLE inh: -2; MT1-MMP act inh: -7; SKN-1 block: 2; MsrA inh: 0.9

Results for CC1(C)CC2CC(C)(CN2CC(=O)C(C#N)c2ccccc2)C1 (centres undefined) ?
MsrA act: 0; Tb MetRS inh: -0.8; FAS-TE inh: 6; NRP1-CendR mod: -5; E coli Lon inh: 10; PABP1 MLLE inh: 15; MT1-MMP act inh: -7; SKN-1 block: -5; MsrA inh: 0.2

How did O=C(COC(=O)c1ccc2c(c1)S(=O)(=O)c1ccccc1C2=O)NC1CC1 do in these assays?
MsrA act: -4; Tb MetRS inh: 0.4; FAS-TE inh: -1; NRP1-CendR mod: 16; E coli Lon inh: 4; PABP1 MLLE inh: -12; MT1-MMP act inh: 1; SKN-1 block: 2; MsrA inh: 0.1

Results for CCOc1ccccc1C1CC(c2cccs2)=NN1S(C)(=O)=O (centres undefined) ?
MsrA act: -3; Tb MetRS inh: -0.4; FAS-TE inh: -2; NRP1-CendR mod: -82; E coli Lon inh: -14; PABP1 MLLE inh: -43; MT1-MMP act inh: -36; SKN-1 block: 73; MsrA inh: 0.8

What do the screens show for `O=c1ccc(NS(=O)(=O)c2ccccc2)cn1Cc1ccc(Cl)c(Cl)c1`?
MsrA act: 0; Tb MetRS inh: 0.1; FAS-TE inh: 3; NRP1-CendR mod: -14; E coli Lon inh: -2; PABP1 MLLE inh: -13; MT1-MMP act inh: -5; SKN-1 block: 25; MsrA inh: 0.7

How did O=C1NC(=O)N(c2ccc(Cl)cc2)C(=O)/C1=C/c1ccc2c(c1)CCN2Cc1ccccc1Cl do in these assays?
MsrA act: -3; Tb MetRS inh: -0.3; FAS-TE inh: -9; NRP1-CendR mod: 6; E coli Lon inh: 0; PABP1 MLLE inh: -3; MT1-MMP act inh: -2; SKN-1 block: 3; MsrA inh: 1.0

What do the screens show for `N/C(Cc1nc(-c2ccc(Br)cc2)cs1)=N\O`?
MsrA act: -2; Tb MetRS inh: 0.6; FAS-TE inh: -22; NRP1-CendR mod: -5; E coli Lon inh: 0; PABP1 MLLE inh: -9; MT1-MMP act inh: -4; SKN-1 block: 10; MsrA inh: -0.1

How did O=C(CCCn1cnc([N+](=O)[O-])n1)Nc1ccc(Cl)cc1Cl do in these assays?
MsrA act: -7; Tb MetRS inh: -0.4; FAS-TE inh: 9; NRP1-CendR mod: 5; E coli Lon inh: 5; PABP1 MLLE inh: 5; MT1-MMP act inh: -6; SKN-1 block: -7; MsrA inh: -0.6

What do the screens show for `Cn1cccc1C1(C(F)(F)F)NCCNC1=O` (centres undefined)?
MsrA act: 3; Tb MetRS inh: -0.4; FAS-TE inh: -8; NRP1-CendR mod: -1; E coli Lon inh: 0; PABP1 MLLE inh: -4; MT1-MMP act inh: 3; SKN-1 block: 5; MsrA inh: 0.4

Three structures from above, arranged by number of heavy atoms, ascending:
How did O=C(CCCn1cnc([N+](=O)[O-])n1)Nc1ccc(Cl)cc1Cl do in these assays?
MsrA act: -7; Tb MetRS inh: -0.4; FAS-TE inh: 9; NRP1-CendR mod: 5; E coli Lon inh: 5; PABP1 MLLE inh: 5; MT1-MMP act inh: -6; SKN-1 block: -7; MsrA inh: -0.6

Results for CCOc1ccccc1C1CC(c2cccs2)=NN1S(C)(=O)=O (centres undefined) ?
MsrA act: -3; Tb MetRS inh: -0.4; FAS-TE inh: -2; NRP1-CendR mod: -82; E coli Lon inh: -14; PABP1 MLLE inh: -43; MT1-MMP act inh: -36; SKN-1 block: 73; MsrA inh: 0.8

What do the screens show for `O=c1ccc(NS(=O)(=O)c2ccccc2)cn1Cc1ccc(Cl)c(Cl)c1`?
MsrA act: 0; Tb MetRS inh: 0.1; FAS-TE inh: 3; NRP1-CendR mod: -14; E coli Lon inh: -2; PABP1 MLLE inh: -13; MT1-MMP act inh: -5; SKN-1 block: 25; MsrA inh: 0.7
